L major viab: reduces viability of Leishmania major promastigotes | resazurin fluorescence viability | inhibition, % at 10 µM | 200,000 tested, 9% active;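 also: promastigotes grown with compound for 44 hours at 28 °C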
PMI activator: phosphomannose isomerase (human) activation; purified human PMI, coupled resazurin fluorescence, 20 min; stronger effect = higher value; 1 = vehicle control, 0 substrate-free wells; activation factor at 20 µM; 190,000 tested, 0.005% active; AID 1214;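 active = activation factor of 2 or more at 20 µM, relative to plate controls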
Target sequence (P34949 whole entry, looked up): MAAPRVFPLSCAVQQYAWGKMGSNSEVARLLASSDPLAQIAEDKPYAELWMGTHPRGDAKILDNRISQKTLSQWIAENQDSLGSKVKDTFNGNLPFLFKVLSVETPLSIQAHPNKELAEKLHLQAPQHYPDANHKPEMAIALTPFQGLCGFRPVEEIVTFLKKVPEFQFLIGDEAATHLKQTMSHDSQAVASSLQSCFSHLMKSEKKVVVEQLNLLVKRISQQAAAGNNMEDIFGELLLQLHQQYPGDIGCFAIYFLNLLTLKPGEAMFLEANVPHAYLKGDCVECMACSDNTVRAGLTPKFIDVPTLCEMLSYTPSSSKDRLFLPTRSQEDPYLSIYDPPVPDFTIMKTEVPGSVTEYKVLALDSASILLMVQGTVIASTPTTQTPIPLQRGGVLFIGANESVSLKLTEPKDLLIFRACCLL
PMI act hi M6P: increases human PMI activity with near-saturating mannose 6-phosphate; P34949; coupled PMI enzyme assay, resazurin fluorescence, 20 min; stronger effect = higher value; 1 = untreated enzyme, 0 = substrate-free blank; activation factor at 20 µM; 190,000 tested, 0.34% active;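 active = activation factor of 2 or more at 20 µM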
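Material: human phosphomannose isomerase with PGI, G6PDH, diaphorase coupling enzymes / Reagent: Man-6-P substrate 1.0 mM / Dosing: single compound dose of 20 µM, 1% DMSO final / Incubation: enzyme reaction with compound 20 min at room temperature / Signal: resorufin fluorescence (Ex 544/Em 590 nm) from resazurin via diaphorase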
S1P3 antag: antagonists of human S1P3 receptor; Q99500; CHO S1P3 NFAT-BLA reporter, FRET fluorescence, antagonist mode; inhibition, % at 4.98 µM; 170,000 tested, 0.27% active; AID 485;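 active = inhibition above the plate cutoff, the mean inhibition of test wells on that plate plus 3 SD, cut at about 28% in these data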;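 also: cells challenged with S1P at its EC80 of 0.8 µM; blue over green emission ratio from cleaved BLA substrate after 4 h stimulation; 0% = S1P-stimulated wells and 100% = unstimulated DMSO-only wells; some compounds past the cut are filed as inactive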
Target sequence (Q99500 whole entry, looked up): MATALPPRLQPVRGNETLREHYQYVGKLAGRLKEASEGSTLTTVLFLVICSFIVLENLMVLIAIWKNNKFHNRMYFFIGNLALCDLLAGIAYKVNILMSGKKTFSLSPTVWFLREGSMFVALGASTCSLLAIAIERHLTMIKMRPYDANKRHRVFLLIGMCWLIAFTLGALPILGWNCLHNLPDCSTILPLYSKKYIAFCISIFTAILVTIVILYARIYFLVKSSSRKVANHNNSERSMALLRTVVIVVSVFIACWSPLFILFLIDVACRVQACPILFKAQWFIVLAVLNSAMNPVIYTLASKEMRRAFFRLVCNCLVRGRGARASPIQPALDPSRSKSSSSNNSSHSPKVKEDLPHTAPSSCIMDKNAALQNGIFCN
DTT redox prof: compounds producing H2O2 with reducing agent – biochemical, NIH compound library profiling, artefact control for MLSCN library redox annotation, primary screen | DTT-dependent redox cycling H2O2, phenol red/HRP absorbance; 100% = 100 µM peroxide control, 0% = buffer | 200,000 tested, 0.03% active | activation, % at 10 µM;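 active = activation of at least 50% relative to the plate's high and low controls in the primary single-dose screen; inactive = activation below 50%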;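 also: compound incubated with DTT at 0.8 mM final as the reducing agent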
Diaphorase inh: diaphorase inhibition or chemical oxidation counter-screen | diaphorase resazurin-to-resorufin fluorescence, NADH, 16 min; bacterial (C. kluyveri) enzyme, not human | inhibition, % at 20 µM | AID 1217 | 190,000 tested, 0.69% active;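 active = primary screen inhibition at 20 µM above a set limit, cut at about 50% in these data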;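 also: plate controls were DMSO with full reaction for no effect and wells lacking NADH for full effect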
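System: Diaphorase enzyme from Clostridium kluyveri | Amount: Enzyme working solution with 0.14 U/mL diaphorase | Benchmarks: No-NADH positive control and DMSO neutral control | Signal: Fluorescence of resorufin formed from resazurin, Ex 544/Em 590 nm | Schedule: 16-min room-temperature incubation before reading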
Hsp70 activator: Hsp70 transcriptional activation, primary screen | activation, % at 10 µM | AID 1203 | 200,000 tested, 0.04% active | HeLa Hsp70 promoter luciferase reporter, luminescence; scaled: vehicle 0, proteasome-inhibitor control 100%;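 active = activation above the mean across all tested compounds plus 3 SD, cutoff set per campaign, cut at about 5.5% in these data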;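 also: 100% = MG132 at 30 µM as the positive control and 0% = DMSO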
TLR4 MyD88 comp: blocks binding of human TLR4 to MyD88; inhibition, % at 8.4 µM; HeLa CL3-4 TLR4/MyD88 BLA complementation, FRET ratio; AID 861; O00206+Q99836; 200,000 tested, 0.18% active; in the data active = inhibition above about 25%;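 also: 0% = vehicle and 100% = reference inhibitor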
RAM inhibit: blocks the yeast RAM network; 190,000 tested, 1.8% active; inhibition, % at 50 µM; S. cerevisiae dse1pr::URA3 reporter, 5-FOA growth OD615, 2 d; analog-sensitive cbk1-as2 kinase mutant strain; AID 868;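 active = inhibition above a set limit, 3 SD over mean compound inhibition, cut at about 8.4% in these data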;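 also: 0% = DMSO-only wells with no growth and 100% = 10 µM 1-NA-PP1 full growth; inhibition rescues growth on 5-FOA so higher OD means more RAM inhibition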
G6PDH counter: L. mesenteroides G6PDH inhibition counter-screen | Purified L. mesenteroides G6PDH, diaphorase/resazurin coupled fluorescence, 45 min | inhibition, % at 5 µM | 200,000 tested, 0.12% active | AID 1020
Diaph act CS: counter-screen for diaphorase-based assays: diaphorase activators and chemical reducers | Diaphorase/resazurin coupled assay, resorufin fluorescence, 16 min; stronger effect = higher value; 1 = vehicle wells, 0 = NADH-free wells | activation factor at 20 µM | 190,000 tested, 0.005% active | AID 1229;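 active = diaphorase activity raised at least twofold by the compound at 20 µM; inactive = activation factor below 2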
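Assay system: bacterial diaphorase enzyme (C. kluyveri) / Input: enzyme 0.07 U/mL final / Medium: 50 mM HEPES pH 7.4 with 4.542 mM MgCl2, 0.005% Tween 20 / Doses: single compound dose of 20 µM, 1% DMSO final / Incubation: 16 min enzyme reaction, ambient temperature / Signal: fluorescence, excitation 544 nm and emission 590 nm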
The depositor's hits bear a star. Rule as the data show it, unless noted: active = inhibition above about 50%; inactive = the rest.

Screening O=C(Nc1ccc(F)cc1)C(Sc1nc2ccccc2[nH]1)c1ccccc1 (stereo unspecified) returned L major viab 27.7, PMI activator 0.9, PMI act hi M6P 0.9, S1P3 antag 1.1, DTT redox prof -0.3, Diaphorase inh 6.6, Hsp70 activator -0.5, TLR4 MyD88 comp -3.6, RAM inhibit 5.2, G6PDH counter 2.3 and Diaph act CS 0.9.
For CCCc1nnc(NC(=O)c2c(O)c3cccc4c3n(c2=O)CCC4)s1 the results were PMI activator 1, PMI act hi M6P 1, S1P3 antag -20.7, Diaphorase inh 8.5, G6PDH counter 4.1 and Diaph act CS 0.9.
O=C(CSc1ncnc2ccccc12)N1CCCC1 was read as L major viab 0.2, PMI activator 1, PMI act hi M6P 1, S1P3 antag -6.8, DTT redox prof -0.1, Diaphorase inh 8.9, Hsp70 activator -0.1, TLR4 MyD88 comp -3.6, RAM inhibit 0.5, G6PDH counter -4.0 and Diaph act CS 0.9.
`Cc1oc(=O)c(NC(=O)c2cccc(Cl)c2)cc1C(=O)c1ccccc1` gave L major viab 5.8, PMI activator 1.3, PMI act hi M6P 1.8, DTT redox prof 9.7, Diaphorase inh -5.5, Hsp70 activator -0.1, TLR4 MyD88 comp 3.9, RAM inhibit 2.3, G6PDH counter 6.9 and Diaph act CS 1.1.
For CCCCc1c(C)nc2ccc(Br)cc2c1SC(N)N the results were L major viab -1.8, PMI activator 1.7, PMI act hi M6P 2.2*, S1P3 antag -1.8, DTT redox prof -0.1, Diaphorase inh -2.4, Hsp70 activator -0.2, TLR4 MyD88 comp -0.8, RAM inhibit 0.8, G6PDH counter 10.0 and Diaph act CS 1.
`COc1ccc(NS(=O)(=O)c2cnc[nH]2)cc1` gave L major viab -14.5, PMI activator 1.1, PMI act hi M6P 1.1, S1P3 antag 6.7, DTT redox prof 7.3, Diaphorase inh 1.8, Hsp70 activator -0.1, TLR4 MyD88 comp -5.1, RAM inhibit 1.9, G6PDH counter 4.8 and Diaph act CS 1.
For O=C(CCNc1ccc(F)cc1)c1cccc([N+](=O)[O-])c1 the results were L major viab 96.5*, PMI activator 0.5, PMI act hi M6P 0.5, DTT redox prof 2.7, Diaphorase inh 15.6, Hsp70 activator -0.2, TLR4 MyD88 comp 5.3, RAM inhibit 2.6, G6PDH counter -26.5 and Diaph act CS 0.8.
`Cc1ccc(S(=O)(=O)Nc2nc(C)c(NC(=O)Nc3ccc(Cl)cc3Cl)s2)cc1` gave L major viab -6.8, PMI activator 0.8, PMI act hi M6P 0.9, DTT redox prof -4.8, Diaphorase inh 11.3, Hsp70 activator 0.5, TLR4 MyD88 comp 4.1, RAM inhibit 3.5, G6PDH counter 3.2 and Diaph act CS 0.9.
O=C(COC(=O)c1cccnc1Cl)Nc1ccc2c(c1)OCCO2 was read as L major viab 4.0, PMI activator 1.1, PMI act hi M6P 1, S1P3 antag -5.8, DTT redox prof -0.3, Diaphorase inh 3.9, Hsp70 activator -0.1, TLR4 MyD88 comp 7.3, RAM inhibit 1.4, G6PDH counter 11.1 and Diaph act CS 1.
`CN(C)C(=O)CCN1CCOCC1` gave L major viab -2.9, PMI activator 0.9, PMI act hi M6P 0.9, DTT redox prof 4.0, Diaphorase inh 13.6, Hsp70 activator -0.6, TLR4 MyD88 comp 2.5, RAM inhibit 1.6, G6PDH counter 9.6 and Diaph act CS 0.9.
`COc1ccccc1NC(=O)CSc1ccc2nnc(-c3ccccn3)n2n1` gave PMI activator 0.9, PMI act hi M6P 0.9, S1P3 antag 17.1, Diaphorase inh 14.3, G6PDH counter 6.9 and Diaph act CS 0.9.
For O=C(CSc1ncnc2c1nnn2-c1ccc(F)cc1)NCC1CCCO1 (stereo unspecified) the results were L major viab 40.7, PMI activator 1, PMI act hi M6P 1, S1P3 antag -13.1, DTT redox prof -3.2, Diaphorase inh 14.9, Hsp70 activator 0.7, TLR4 MyD88 comp 13.2, RAM inhibit 1.2, G6PDH counter -3.2 and Diaph act CS 0.9.
COC(=O)CNC(=O)c1cc(OC)cc(OC)c1 was read as L major viab -3.8, PMI activator 1.1, PMI act hi M6P 1, S1P3 antag -1.6, DTT redox prof 0.1, Diaphorase inh -1.3, Hsp70 activator 0.0, TLR4 MyD88 comp 10.8, RAM inhibit 0.1, G6PDH counter 13.1 and Diaph act CS 1.
For CCc1cc(C(c2ccncc2)N2CCN(C)CC2)c(NC(=O)c2ccccc2)s1 (stereo unspecified) the results were L major viab 2.9, PMI activator 1, PMI act hi M6P 1, S1P3 antag 4.3, DTT redox prof -0.1, Diaphorase inh 4.0, Hsp70 activator -0.3, TLR4 MyD88 comp -3.6, RAM inhibit 0.8, G6PDH counter 0.5 and Diaph act CS 1.
`CCN(CC)S(=O)(=O)c1ccc(F)c(C(=O)NCCC(C)C)c1` gave L major viab 1.7, PMI activator 1.1, PMI act hi M6P 1, S1P3 antag 7.0, DTT redox prof 1.3, Diaphorase inh 1.3, Hsp70 activator 0.5, TLR4 MyD88 comp 3.3, RAM inhibit 4.1, G6PDH counter -1.7 and Diaph act CS 1.
For COC(=O)c1ccc(CSc2n[nH]c(-c3ccccc3)n2)o1 the results were L major viab -1.4, PMI activator 1.1, PMI act hi M6P 1, S1P3 antag -2.4, DTT redox prof -0.3, Diaphorase inh 9.9, Hsp70 activator -0.3, TLR4 MyD88 comp -1.1, RAM inhibit 1.4, G6PDH counter 3.6 and Diaph act CS 0.9.
For COc1ccccc1CNC(=O)CSc1nc(N)c(C#N)c(-c2cccs2)c1C#N the results were L major viab 2.6, PMI activator 0.9, PMI act hi M6P 0.9, DTT redox prof -4.8, Diaphorase inh 10.5, Hsp70 activator -0.3, TLR4 MyD88 comp -7.1, RAM inhibit 1.3, G6PDH counter 9.0 and Diaph act CS 0.9.
`CCCc1cc(N2CCCC(C(=O)NCc3ccc4c(c3)OCO4)C2)n2ncnc2n1` (stereo unspecified) gave L major viab 2.7, PMI activator 0.9, PMI act hi M6P 1, S1P3 antag 6.1, DTT redox prof 0.7, Diaphorase inh 2.8, Hsp70 activator -0.3, TLR4 MyD88 comp -1.0, RAM inhibit 2.7, G6PDH counter 1.0 and Diaph act CS 1.
Screening CCOCC(=O)Nc1nc2ccc(S(C)(=O)=O)cc2s1 returned L major viab -5.2, PMI activator 0.9, PMI act hi M6P 1, S1P3 antag 16.6, DTT redox prof 0.9, Diaphorase inh 8.7, Hsp70 activator -0.2, TLR4 MyD88 comp -8.5, RAM inhibit 1.3, G6PDH counter 8.7 and Diaph act CS 0.9.
`CCNc1c2c3c(cccc3n(C)c1=O)C(=O)c1ccccc1-2` gave L major viab 9.5, PMI activator 0.9, PMI act hi M6P 0.9, S1P3 antag -2.9, DTT redox prof -0.2, Diaphorase inh 21.9, Hsp70 activator -0.5, TLR4 MyD88 comp 13.6, RAM inhibit -0.1, G6PDH counter 6.6 and Diaph act CS 0.8.
Screening Cc1cccc(CC(=O)OCn2nnc3ccccc3c2=O)c1 returned L major viab -1.2, PMI activator 0.9, PMI act hi M6P 0.9, DTT redox prof -2.7, Diaphorase inh 3.4, Hsp70 activator 0.0, TLR4 MyD88 comp -10.5, RAM inhibit 2.3, G6PDH counter 5.9 and Diaph act CS 1.
For CCCCNS(=O)(=O)c1ccc2nc(SCC(=O)c3ccc(C#N)cc3)[nH]c2c1 the results were L major viab -14.6, PMI activator 1.4, PMI act hi M6P 1.7, S1P3 antag -19.1, DTT redox prof -1.9, Diaphorase inh 24.6, Hsp70 activator -0.1, TLR4 MyD88 comp 3.2, RAM inhibit 2.0, G6PDH counter 10.9 and Diaph act CS 0.8.
Screening Cc1cc(C(C)(C)C)ccc1OCCN(C)C returned L major viab 0.9, PMI activator 0.9, PMI act hi M6P 1, S1P3 antag 6.9, DTT redox prof -0.7, Diaphorase inh 30.6, Hsp70 activator 0.8, TLR4 MyD88 comp 5.4, RAM inhibit 0.9, G6PDH counter 5.9 and Diaph act CS 0.7.
O=[N+]([O-])c1ccc(C[n+]2cccc3ccc4cccnc4c32)cc1 was read as L major viab 17.0, PMI activator 1.1, PMI act hi M6P 1.2, S1P3 antag -4.0, DTT redox prof 0.4, Diaphorase inh -12.7, Hsp70 activator -0.3, TLR4 MyD88 comp -5.0, RAM inhibit 0.0, G6PDH counter 48.1 and Diaph act CS 1.1.
`Cn1nc(-c2ccc(C(=O)Nc3cccc(Cl)c3)cc2)c2ccccc2c1=O` gave L major viab -1.6, PMI activator 1, PMI act hi M6P 1, DTT redox prof 0.4, Diaphorase inh 4.6, Hsp70 activator -0.1, TLR4 MyD88 comp 16.8, RAM inhibit 0.3, G6PDH counter 1.2 and Diaph act CS 1.
`COc1cc(/C=C/C(=O)O)cc(S(=O)(=O)NCCCO)c1OC` gave L major viab -4.1, PMI activator 1, PMI act hi M6P 1, DTT redox prof -3.9, Diaphorase inh 3.0, Hsp70 activator 0.2, TLR4 MyD88 comp 2.5, RAM inhibit 2.8, G6PDH counter -0.5 and Diaph act CS 1.
`COC(=O)c1sc(NC(=O)c2cccc([N+](=O)[O-])c2)c(C(N)=O)c1C` gave L major viab -6.9, PMI activator 1, PMI act hi M6P 1.1, S1P3 antag -2.7, DTT redox prof -0.1, Diaphorase inh 0.6, Hsp70 activator -0.5, TLR4 MyD88 comp -4.7, RAM inhibit 3.5, G6PDH counter -6.0 and Diaph act CS 1.
For CCOC(=O)c1ccc(NC(=O)CS(=O)(=O)c2cn(CC)c3ccccc23)cc1 the results were L major viab 16.6, PMI activator 0.9, PMI act hi M6P 0.8, DTT redox prof -0.8, Diaphorase inh 20.9, Hsp70 activator -0.5, TLR4 MyD88 comp -2.3, RAM inhibit 0.3, G6PDH counter 9.2 and Diaph act CS 0.8.
Screening COC(=O)c1cn(C(=O)c2ccc(C)c(C)c2)c2ccccc12 returned L major viab -3.7, PMI activator 0.8, PMI act hi M6P 0.9, S1P3 antag 12.3, DTT redox prof 0.1, Diaphorase inh 16.4, Hsp70 activator -0.5, TLR4 MyD88 comp -17.8, RAM inhibit 1.3, G6PDH counter 13.4 and Diaph act CS 0.8.

Compound activity deposited in PubChem BioAssay by several laboratories.
